# KCNH2 3.1 block = qHTS for Inhibitors of KCHN2 3.1: Mutant qHTS | Potassium voltage-gated channel subfamily H member 2, brain isoform KCNH2 3.1 (human) | U2OS KCNH2 3.1, thallium flux FluxOr; active compounds read low | activity change, % (tested at about 1.8 µM) | 340,000 tested, 0.95% active | AID 720553, 2013;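 active means maximum activity change below -70%; inconclusive means maximum activity change from -70% to -50%; inactive means maximum activity change above -50%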;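 further: thallium influx rate constant from kinetic fluorescence after stimulation buffer; on the % scale 0 is the no-effect control and ±100 the full control effect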
#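 FluxOr-based Tl+ influx in U2OS cells transduced with KCNH2 3.1 virus; rate constants normalized to DMSO controls.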
# hERG WT inh = qHTS for Inhibitors of KCHN2 3.1: Wildtype qHTS; Voltage-gated inwardly rectifying potassium channel KCNH2 (Homo sapiens), Q12809; U2OS, BacMam KCNH2, thallium flux FluxOr; active compounds read low; activity change, % at 1.84 µM; 340,000 tested, 0.37% active; AID 720551, 2013;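 active means maximum activity change below -70%; inconclusive means maximum activity change between -70% and -50%; inactive means maximum activity change above -50%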; further: on the % scale 0 is the no-effect control and ±100 the full control effect
# Target sequence (Q12809 whole entry, looked up): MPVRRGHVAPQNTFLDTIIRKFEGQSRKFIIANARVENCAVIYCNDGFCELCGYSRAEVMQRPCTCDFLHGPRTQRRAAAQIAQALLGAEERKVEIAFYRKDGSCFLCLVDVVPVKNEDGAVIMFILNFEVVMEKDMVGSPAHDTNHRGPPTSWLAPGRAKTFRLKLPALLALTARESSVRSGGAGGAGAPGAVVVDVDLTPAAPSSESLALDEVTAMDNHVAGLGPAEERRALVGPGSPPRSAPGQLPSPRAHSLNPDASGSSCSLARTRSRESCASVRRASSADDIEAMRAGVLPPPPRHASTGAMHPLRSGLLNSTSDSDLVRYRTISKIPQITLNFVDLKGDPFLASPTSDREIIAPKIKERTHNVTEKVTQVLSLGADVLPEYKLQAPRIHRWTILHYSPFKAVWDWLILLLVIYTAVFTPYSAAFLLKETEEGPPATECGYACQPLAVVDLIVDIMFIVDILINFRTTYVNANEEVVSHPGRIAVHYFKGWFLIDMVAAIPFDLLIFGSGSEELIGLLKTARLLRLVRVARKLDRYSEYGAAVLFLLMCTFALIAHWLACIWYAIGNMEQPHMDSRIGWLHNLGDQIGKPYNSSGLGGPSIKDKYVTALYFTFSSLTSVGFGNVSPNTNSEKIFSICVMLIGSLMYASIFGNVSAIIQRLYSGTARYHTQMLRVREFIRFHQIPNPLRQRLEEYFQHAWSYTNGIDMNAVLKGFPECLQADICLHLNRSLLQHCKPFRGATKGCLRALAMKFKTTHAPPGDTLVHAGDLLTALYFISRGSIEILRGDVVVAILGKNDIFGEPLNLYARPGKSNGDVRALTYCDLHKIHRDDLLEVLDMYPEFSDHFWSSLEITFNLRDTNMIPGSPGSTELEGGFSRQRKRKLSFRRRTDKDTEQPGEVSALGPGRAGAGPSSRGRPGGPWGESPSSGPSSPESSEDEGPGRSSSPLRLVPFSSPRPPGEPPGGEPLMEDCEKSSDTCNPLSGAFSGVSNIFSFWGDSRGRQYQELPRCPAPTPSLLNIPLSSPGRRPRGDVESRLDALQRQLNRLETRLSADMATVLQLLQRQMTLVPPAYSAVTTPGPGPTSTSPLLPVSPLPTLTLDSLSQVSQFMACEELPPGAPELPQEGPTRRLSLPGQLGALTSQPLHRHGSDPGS
#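 U2OS cells transduced with wild-type KCNH2 virus are loaded with FluxOr dye for 45 min, and thallium flux is measured in kinetic reads before and after stimulation buffer. Rate constants are normalized to DMSO controls.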
# MBNL1-CUG inh = qHTS Assay for Inhibitors of MBNL1-poly(CUG) RNA binding; Muscleblind-like protein 1 (Homo sapiens), Q9NR56; TR-FRET MBNL1-His/biotin-(CUG)12 binding, 665/545 ratio; Potency, µM (titrated, usually from 57.5 µM), without a hit: at the highest dose activity change, negative = inhibition, usual class: inhibitors; 280,000 tested, 0.036% active; AID 2675, 2010; active means well fitted inhibition curve with a large enough effect in the signal ratio, with a control signal flat, not every such curve was filed as active; inconclusive means small, poorly fitted or top-dose-only effect, or effect the other way, or a change in a side signal; inactive means no such curve, though single readings can be large or run the other way; the % refers to the signal ratio; further: potency means the concentration at half of the fitted maximal effect; on the % scale 0 is the no-effect control and ±100 the full control effect
#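 Compound titration spanned 92 nM–58 uM against the MBNL1-His/biotin-(CUG)12 complex. After 60 min at room temperature with 5 nM streptavidin-XL665 and 0.055 ng/ul terbium anti-His, ratiometric 665/545 nm emission (Ex 340 nm) normalized to controls.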
# S-ASM inh = Inhibitors of Secretory Acid Sphingomyelinase (S-ASM): qHTS; Potency, µM (series often up to 57.5 µM), without a hit: at the highest dose activity change, negative = inhibition, actives largely listed as inhibitors; placental ASM, HMU-PC fluorogenic substrate, 60 min; 340,000 tested, 0.006% active; Sphingomyelin phosphodiesterase (Homo sapiens), P17405; further: potency means the concentration at half of the fitted maximal effect
#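 Fluorescence read-out (Ex 386 nm, Em 447 nm) after stopping the reaction at pH 10. Enzyme: ASM from human placenta; substrate HMU-PC0, 9 uM final; 60 min, 37 °C. Compound preincubation 10 min, ambient temperature.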
# MLL CXXC-DNA inh = qHTS Fluorescence Polarization Assay for Inhibitors of MLL CXXC domain - DNA interaction; Histone-lysine N-methyltransferase 2A (Homo sapiens), Q03164; MLL-CXXC / FITC-HOXA9 DNA fluorescence polarization; Potency, µM (top dose mostly 115 µM), for inactives: at the highest dose activity change, negative = inhibition, most hits filed as inhibitors; 290,000 tested, 0.037% active; AID 2662, 2010; active means well fitted inhibition curve with a large enough effect in the polarisation, with a control signal flat, not every such curve was filed as active; inconclusive means small, poorly fitted or top-dose-only effect, or effect the other way, or a change in a side signal; inactive means no such curve, though single readings can be large or run the other way; the % refers to the polarisation; further: potency means the concentration at half of the fitted maximal effect
#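 Purified MLL-CXXC (added from a 7 uM solution) was preincubated 5 min at ambient with pinned compounds in 50 mM Tris-HCl pH 7.5, 50 mM NaCl, 1 mM DTT, 0.05% BSA. Fluorescein-labeled HOX-A9 DNA (50 nM solution) followed, 30 min, then polarization read.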
# a7 integrin act = qHTS for Activators of Integrin-Mediated Alleviation for Muscular Dystrophy. 350,000 tested, 0.064% active. alpha7betagal myoblasts, beta-gal FDG fluorescence, 48 h. AID 624291, 2012. Potency, µM (series often up to 38.3 µM), without a hit: at the highest dose activation, most hits filed as activators;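 further: potency means the concentration at half of the fitted maximal effect; 100% = response of the positive control SU9516; nearly all actives have a fitted effect of over 60% in size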
#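 Alpha7betagal+/- myoblasts (passage 13) were plated 16-24 hr, then exposed to compounds (1:260 dilution of DMSO stock) for 48 hours at 37C. After MPER lysis, β-galactosidase reporter activity was read as FDG fluorescence (ex 480/em 540) after 30 minutes.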
# A-T KAP1 phos = qHTS Assay for Identifying a Potential Treatment of Ataxia-Telangiectasia; AID 485349, 2010; 320,000 tested, 0.19% active; Potency, µM (titrated, usually from 57.5 µM), for inactives: at the top dose activation, usual class: activators; […] A-T fibroblasts, KAP-1 phosphorylation AlphaLISA; neocarzinostatin DNA damage 30 min before lysis; further: potency means the concentration at half of the fitted maximal effect; % of control where 0% means no effect; nearly all actives have a fitted effect of over 45% in size
#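 hTERT-immortalized A-T patient fibroblasts ([…]), 500 cells/well in OPTI-MEM, 1% FBS, got compounds for 60 min, then NCS for 30 min at 37C. Lysates were then assayed for phospho-KAP-1 by AlphaLISA (anti-pKAP1 donor, anti-KAP1 acceptor beads), 6 hr at 25C.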
# GALK inhibitor = qHTS Assay for Inhibitors of Human Galactokinase (GALK); 270,000 tested, 0.007% active; Potency, µM (titrated, usually from 57.5 µM), for the others: at the highest dose activity change, negative = inhibition, usual class: inhibitors; P51570; AID 1868, 2009; Purified GALK, Kinase-Glo residual ATP luminescence; further: potency means the concentration at half of the fitted maximal effect; on the % scale 0 is the no-effect control and ±100 the full control effect
#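 Kinase-Glo Plus luminescence measured ATP left after a 1 h room-temperature reaction. The reaction used 5 nM GALK, 100 uM galactose and 35 uM ATP at pH 8.0 (20 mM HEPES, 5 mM MgCl2, 60 mM NaCl, 1 mM DTT, 0.01% BSA).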
# TRPV1 ag = HTS Assay for Compounds that Act as Agonists of the Vanilloid Receptor 1; TRPV1-expressing cells, Fluo-8 calcium influx, agonist mode; activation, % at 8.33 µM; Transient receptor potential cation channel subfamily V member 1 (Homo sapiens), Q8NER1; 320,000 tested, 0.19% active; in the data active means activation above about 80%; inconclusive means between about 30% and that limit; further: 0% is about no effect
#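 TRPV1-expressing cells were cultured overnight at 35.5C and loaded with Fluo-8 calcium dye for 40 to 90 min at room temperature. After a 10 s baseline, compound was added and calcium influx was read kinetically for 3 min (ex 480/em 520 nm).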
# Coupling enz = qHTS Assay for Inhibitors of Fructose-1,6-bisphosphate Aldolase from Giardia Lamblia: Coupling assay counterscreen; coupling enzyme system counterscreen, AmpLite Red fluorescence; activity change, negative = inhibition, % at 58.2 µM, hits read low; 290,000 tested, 0.67% active; AID 2472, 2010; in the data active means activity change below about -30%; further: on the % scale 0 is the no-effect control and ±100 the full control effect
#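 Final compound at 57.5 uM, incubated 10 min at RT with coupling enzyme reagent (glyceraldehyde-3-phosphate), then 20 min with substrate and AmpLite Red detection. Fluorescence read at 525/598 nm; tests interference with the coupling assay, not aldolase inhibition.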
# Starred values were filed as active, the others as inactive; ? = inconclusive; . = not tested or not shown; [ ] = another dose, or the depositor's remark. Unless noted, the call rests on the fitted dose curve; in most records, active means well fitted curve in the direction sought with a large enough effect; inconclusive means small, poorly fitted or top-dose-only effect, or another doubt; inactive means no such curve, though single readings can be large; an effect the other way counts as inactive or inconclusive.
# The first three records, ahead of the listing:
# Keys – A = KCNH2 3.1 block; B = hERG WT inh; C = MBNL1-CUG inh; D = S-ASM inh; E = MLL CXXC-DNA inh; F = a7 integrin act; G = A-T KAP1 phos; H = GALK inhibitor; I = TRPV1 ag; J = Coupling enz
[1] Cc1cccc(C(=O)NC2C(=O)NNC2c2ccc(Cl)cc2)c1 (stereo not given)
  A = -4.2	B = -13.6	C = ?	D = 2.7%	E = 17.4%	F = -6.6%	G = -1.3%	H = 0.6%	I = 1.7	J = -24.2

[2] Cc1nnc(SCC(=O)NC2CCCCC2)[nH]c1=O
  A = 8.7	B = -2.0	C = 5.3%	D = -1.0%	E = 7.8%	F = -18.7%	G = -6.2%	H = -1.9%	I = -1.1	J = 1.3

[3] CCN(CC)CCN(C(=O)c1ccc2ncsc2c1)c1nc2cc3c(cc2s1)OCO3
  A = 0.7	B = 16.6	C = -9.4%	D = -0.2%	E = 0.0%	F = ?	G = -1.8%	H = 2.4%	I = 5.3	J = -3.7

# Results, repeating the preview:
# Keys – A = KCNH2 3.1 block; B = hERG WT inh; C = MBNL1-CUG inh; D = S-ASM inh; E = MLL CXXC-DNA inh; F = a7 integrin act; G = A-T KAP1 phos; H = GALK inhibitor; I = TRPV1 ag; J = Coupling enz
[1] Cc1cccc(C(=O)NC2C(=O)NNC2c2ccc(Cl)cc2)c1 (stereo not given)
  A = -4.2	B = -13.6	C = ?	D = 2.7%	E = 17.4%	F = -6.6%	G = -1.3%	H = 0.6%	I = 1.7	J = -24.2

[2] Cc1nnc(SCC(=O)NC2CCCCC2)[nH]c1=O
  A = 8.7	B = -2.0	C = 5.3%	D = -1.0%	E = 7.8%	F = -18.7%	G = -6.2%	H = -1.9%	I = -1.1	J = 1.3

[3] CCN(CC)CCN(C(=O)c1ccc2ncsc2c1)c1nc2cc3c(cc2s1)OCO3
  A = 0.7	B = 16.6	C = -9.4%	D = -0.2%	E = 0.0%	F = ?	G = -1.8%	H = 2.4%	I = 5.3	J = -3.7

[4] O=C(c1ccc2c(c1)OCCO2)N1CCN(c2ccc([N+](=O)[O-])cc2)CC1
  A = .	B = .	C = ?	D = .	E = 5.2%	F = .	G = -3.0%	H = -1.9%	I = -3.1	J = 2.3

[5] CN(Cc1ccccc1)C(=O)c1ccc2c(c1)NC(=O)C(N1CCOCC1)S2 (stereo not given)
  A = 0.4	B = -18.1	C = 9.6%	D = -2.2%	E = 7.7%	F = -8.3%	G = 1.8%	H = -0.2%	I = 12.4	J = 0.5

[6] CCCCCn1c(N2CCN(c3cccc(Cl)c3)CC2)nc2c1c(=O)[nH]c(=O)n2C
  A = -42.4	B = 10.1	C = 11.7%	D = -24.6%	E = -5.0%	F = 0.0%	G = -3.7%	H = 1.9%	I = .	J = -0.3

[7] O=C(CCS(=O)(=O)c1ccccc1)Nc1ccc(-c2nc3ccccc3s2)c(O)c1
  A = -4.9	B = -7.7	C = 13.1%	D = 132.0%[activator]	E = -1.4%	F = 15.4%	G = 3.5%	H = -2.6%	I = -4.9	J = -0.4

[8] CCN(CC(O)CON=C1c2ccccc2-c2ccccc21)S(=O)(=O)c1ccc(C)cc1 (stereo not given)
  A = -1.1	B = 1.6	C = 6.8%	D = -15.2%	E = -4.6%	F = -40.0%	G = 3.3%	H = -0.4%	I = 3.8	J = -3.1

[9] Cc1ccccc1-c1nnc(SCC(=O)N(C)C2CCS(=O)(=O)C2)n1C (stereo not given)
  A = 4.7	B = -2.1	C = .	D = -4.1%	E = .	F = 11.7%	G = 12.0%	H = .	I = .	J = .

[10] Cn1c(=O)c2[nH]c(C3CC3)nc2n(C)c1=O
  A = -24.5	B = -12.8	C = .	D = 5.6%	E = .	F = -2.4%	G = .	H = .	I = .	J = .

[11] CCC(C)NC(=O)c1ccccc1NC(=O)/C(=C/c1ccc(OC)cc1)c1ccccc1 (stereo not given)
  A = -2.1	B = -12.0	C = -6.9%	D = -1.5%	E = -1.8%	F = -9.3%	G = 9.3%	H = -2.9%	I = ?	J = -1.0

[12] O=C(Nc1nc2cc3c(cc2s1)OCO3)C1CC1
  A = 0.1	B = -7.2	C = 5.1%	D = -1.3%	E = 1.9%	F = 36.5%	G = 1.1%	H = 3.2%	I = 6.5	J = 1.3

[13] COc1cc(OC)cc(C(=O)N2CCC(n3c(C)nc4cc(F)ccc43)CC2)c1
  A = -13.8	B = 1.0	C = -4.6%	D = -2.5%	E = 2.9%	F = -4.3%	G = 12.3%	H = 2.3%	I = 7.5	J = 0.9

[14] Cc1cc(NC(=O)CSCC(=O)Nc2cc(C(F)(F)F)ccc2N2CCCCC2)no1
  A = -6.1	B = 3.0	C = .	D = -1.0%	E = .	F = 27.0%	G = .	H = .	I = .	J = .

[15] O=C(C[n+]1ccccc1)N/N=C/c1ccc(O)cc1
  A = -28.2	B = 0.8	C = -12.0%	D = -3.9%	E = -3.1%	F = 4.4%	G = -0.1%	H = 0.3%	I = -0.5	J = -0.1

[16] COc1ccc(C(=O)Nc2ccccc2C(=O)N2CCN(c3ccccc3)CC2)cc1
  A = -8.9	B = -2.4	C = -1.8%	D = -1.5%	E = -2.1%	F = 0.3%	G = -4.1%	H = -7.0%	I = 4.1	J = .

[17] COC(=O)/C=C1\SC(=NC(=O)c2ccc(-c3ccccc3)cc2)NC1=O
  A = 22.9	B = 2.6	C = .	D = -2.8%	E = .	F = -23.0%	G = -4.3%	H = .	I = .	J = .

[18] O=C(OCC(=O)N1CCCC1)c1ccc(Cl)c([N+](=O)[O-])c1
  A = 5.0	B = 0.6	C = ?	D = 0.2%	E = 0.5%	F = -3.9%	G = -5.5%	H = -2.5%	I = 1.2	J = 2.2

[19] CC1CCN(C(=O)CN(c2ccc(Oc3ccccc3)cc2)S(C)(=O)=O)CC1
  A = 1.0	B = 0.9	C = -7.0%	D = -1.1%	E = -11.5%	F = -33.2%	G = 2.4%	H = -0.8%	I = 26.7	J = 0.6

[20] Cc1cc(C)c(C)c(S(=O)(=O)N2C(=S)NC(=O)C2C(C)C)c1C (stereo not given)
  A = -0.7	B = -4.3	C = -3.5%	D = -8.8%	E = 3.5%	F = -5.4%	G = 4.8%	H = 0.9%	I = -0.9	J = 9.2

[21] Cc1coc2c1c(C)cc1oc(=O)c(CC(=O)NCC(=O)NCC(=O)O)c(C)c12
  A = 3.2	B = -2.8	C = 23.9%	D = 145.2%[activator]	E = -7.0%	F = 1.5%	G = -2.7%	H = 3.6%	I = -4.2	J = 0.9

[22] O=S(=O)(c1ccc(Cl)cc1)N1CCN(c2ccc(N3CCOCC3)nn2)CC1
  A = 2.2	B = -2.7	C = 2.4%	D = .	E = -6.4%	F = -6.7%	G = 2.1%	H = 13.9%	I = -1.2	J = 0.3

[23] Cc1ccnc(NS(=O)(=O)c2ccccc2)c1
  A = -7.2	B = -1.1	C = -2.8%	D = 5.4%	E = 0.8%	F = 3.3%	G = 2.0%	H = 3.7%	I = -5.8	J = -3.8

[24] N#CCCN(C(=O)Nc1ccccc1)c1ccccc1
  A = -16.0	B = 6.1	C = -4.6%	D = -3.0%	E = 2.8%	F = -9.1%	G = 3.1%	H = 0.0%	I = 2.7	J = 2.4

[25] COc1cc(OC)c2c(-c3cccc(-c4ccc(OC(F)(F)F)cc4)c3)cc(=O)oc2c1
  A = -10.8	B = 4.1	C = .	D = -22.4%	E = .	F = 0.7%	G = -4.5%	H = .	I = .	J = -0.2

[26] Cc1sc(NC(=O)CSc2nc(O)cc(=O)[nH]2)nc1-c1ccccc1
  A = -0.8	B = 1.1	C = 41.0%[activator]	D = 4.3%	E = 6.0%	F = 4.0%	G = -7.7%	H = -6.4%	I = -0.5	J = 10.7

[27] COCCN(C(=O)COC(=O)CCOc1cccc(C)c1)c1c(N)n(Cc2ccccc2)c(=O)[nH]c1=O
  A = 3.3	B = 5.7	C = .	D = 371.9%[activator]	E = .	F = 14.0%	G = 6.1%	H = .	I = 2.4	J = .
